Screening results as filed in PubChem.
All columns: NCI-60 one-dose screen, growth in % after 48 h at 10 µM unless noted; 100 = growth as untreated, 0 = no growth, -100 = all killed.
M14: M14 melanoma. 6.2% of 80,000 active
A549/ATCC: A549/ATCC NSCLC | 3.7% of 81,000 active | AID 1794740
RPMI-8226: RPMI-8226 leukemia cells; 7.5% of 77,000 active
HOP-92: HOP-92 NSCLC cells. 6.3% of 71,000 active
HOP-62: HOP-62 NSCLC; AID 1794735; 3.9% of 80,000 active
EKVX: EKVX NSCLC; 3% of 71,000 active; AID 1794765
MOLT-4: MOLT-4 leukemia cells | 6.9% of 80,000 active | AID 1794779
CCRF-CEM: CCRF-CEM leukemia | 7% of 77,000 active
An asterisk follows results filed as active; / = not tested or not shown. Rule for the calls: active = growth percent below 10; inactive = the rest.

Values run as follows: M14	A549/ATCC	RPMI-8226	HOP-92	HOP-62	EKVX	MOLT-4	CCRF-CEM
COC(=O)C(Br)C(O)c1ccc(OC)c(OC)c1 (centres undefined)
    102	99	109	96	106	98	101	/
N#CCCN/N=C\c1ccc2c(c1)OCO2
    104	103	93	120	115	/	90	91
COC(=O)C1[C@H]2C[C@H]3c4[nH]c5ccccc5c4CCN3C[C@@H]2CC[C@@H]1O (some centres undefined)
    99	105	102	96	107	94	103	/
Fc1ccc(N2N=NC3CCc4ccccc4C32)cc1 (centres undefined)
    95	78	51	53	90	83	62	72
O=c1c([N+](=O)[O-])cnc2nc(Nc3ccc(Cl)cc3)[nH]n12
    100	102	114	105	100	99	93	105
CCOC(=O)C1CC=CCC1C(=O)OCC (centres undefined)
    100	89	111	97	96	107	107	103
COC(=O)CCC(=O)N(CCN(C)C)CCN(C)C
    95	103	101	102	109	/	120	/
COc1ccccc1/C=C1\COc2ccc(O)c(O)c2C1=O
    29	51	-19*	30	17	72	-1.1*	2.7*
Nc1ccc(C(=O)Nc2cccc(C(=O)Nc3ccc4c(O)c(N=Nc5ccc(N=Nc6ccc(S(=O)(=O)O)cc6)cc5)c(S(=O)(=O)O)cc4c3)c2)cc1
    97	102	103	108	99	105	92	99
CC(C)(C)C(=O)/C=C/c1cccc([N+](=O)[O-])c1
    76	75	24	74	115	93	45	21

Random excerpt: two records from the list.
Values run as follows: M14	A549/ATCC	RPMI-8226	HOP-92	HOP-62	EKVX	MOLT-4	CCRF-CEM
Fc1ccc(N2N=NC3CCc4ccccc4C32)cc1 (centres undefined)
    95	78	51	53	90	83	62	72
COC(=O)C1[C@H]2C[C@H]3c4[nH]c5ccccc5c4CCN3C[C@@H]2CC[C@@H]1O (some centres undefined)
    99	105	102	96	107	94	103	/

The list goes on:
Values run as follows: M14	A549/ATCC	RPMI-8226	HOP-92	HOP-62	EKVX	MOLT-4	CCRF-CEM
O=C1CCC(C(=O)N/N=C/C(=O)c2ccccc2)N1 (centres undefined)
    101	102	94	87	105	100	102	102
CCOC(=O)c1nnn(-c2ccccc2)c1-c1cccnc1
    /	84	107	99	97	100	96	103
CCC(=O)Nc1ccc2c(c1)Cc1cc([N+](=O)[O-])ccc1-2
    112	70	/	97	105	93	93	85
Cc1cccc(-n2c(SCC(=O)Nc3ccc(S(=O)(=O)Nc4nccs4)cc3)nc3ccccc3c2=O)c1
    88	94	113	89	91	95	113	108
COc1ccc(-c2nc3ccc(-c4nnc(SCC(=O)Nc5ccc(C(=O)/C=C/c6ccc(OC)c(OC)c6)cc5)o4)cc3[nH]2)cc1
    89	97	68	121	95	96	64	61
O=C(CC1c2ccccc2NC(=O)N1Cc1ccccc1)c1ccc(F)cc1 (centres undefined)
    94	88	96	102	82	97	81	105
COc1ccc(/C=C/C(c2cc(OC)c(OC)c(OC)c2)n2cncn2)cc1 (centres undefined)
    18	35	51	40	42	66	39	35
Cc1cc(O)c(Cl)cc1Cl
    108	95	/	86	98	109	100	98
C[n+]1cccc(C(=O)c2ccccc2)c1
    102	85	104	96	86	96	91	104
COC(=O)C1(O)NC(=C(C#N)C#N)C(C#N)=C1C(C)=O (centres undefined)
    109	100	92	104	102	107	97	105
Cc1ccc([N+]2=NOC(=O)C2CN2CCNCC2)cc1 (centres undefined)
    106	100	100	76	91	104	117	103
COc1cccc(-c2c(C#N)nnn2-c2cccc(Cl)c2)c1
    100	89	80	76	107	/	69	83
CC(C)CNC(=O)C(NC(=O)CC(C)C)P(=O)(O)O (centres undefined)
    99	99	109	110	101	113	109	100
C[N+]1=C(/C=C/c2ccc(O)cc2I)C(C)(C)c2ccccc21
    101	91	80	69	102	85	81	89
COc1ccccc1N=Nc1c(S(=O)(=O)O)cc2cc(S(=O)(=O)O)cc(NC(C)=O)c2c1O
    100	97	99	93	96	107	90	97
CCCCc1nc(Cl)c(C2CC(c3ccc(S(N)(=O)=O)cc3)=NN2C(C)=O)[nH]1 (centres undefined)
    93	100	/	/	89	104	93	98
Cn1cnc(I)c1Cc1ccc(OCc2ccccc2)cc1
    80	90	33	31	77	53	50	87
O=C1C=CN2C(=O)CC=CC2[C@@H]1O (some centres undefined)
    104	108	96	/	112	121	109	96
CCOC(=O)c1ccc(N(CC2CO2)S(=O)(=O)c2ccc(C)cc2)cc1 (centres undefined)
    113	95	108	91	99	102	101	92
N#Cc1c(-c2cccs2)c(C(N)=O)c(N)n(Cc2nc3ccccc3[nH]2)c1=O
    96	103	94	78	92	88	92	97
COc1ccc(C2(c3ccc(OC)cc3)c3ccccc3Cc3c(OC)cccc32)cc1
    96	86	91	86	108	96	84	101
Cn1ccnc1C(=O)/C=C/c1ccc(C(=O)Nc2nccs2)cc1
    /	91	/	102	85	94	98	78
C=CNc1nnc(C(=O)c2c[nH]c3ccccc23)o1
    93	106	95	93	89	79	102	87
O=C1NC(=O)/C(=C\c2cn(-c3ccccc3)nc2-c2ccc(Cl)cc2)S1
    86	80	48	62	88	77	99	86
c1ccc(Nc2nnc(-c3ccc4c(c3)OCO4)o2)cc1
    93	97	85	89	102	/	81	77
CCOC(=O)C1=C(C(=O)c2ccc(OC)cc2)C(c2ccc(OC)c(OC)c2)C(C(=O)c2ccc(OC)cc2)=C(C(=O)OCC)N1
    98	110	109	101	102	94	116	104
CCCCc1nc2c(N)nc3ccccc3c2n1Cc1cccc(CN)c1
    -89*	69	43	-0.8*	57	77	34	24
CN(C)N=Nc1c(Br)cc(Br)cc1Br
    107	91	104	96	98	/	102	103
CN(C)c1ccc(C(=C2C=CC(=[N+](C)C)C=C2)c2c(O)c(S(=O)(=O)O)cc3cc(S(=O)(=O)O)ccc23)cc1
    101	100	101	88	94	88	105	103
Cc1ccccc1NN
    /	112	111	91	89	104	128	105
COc1ccc(-c2nc(NCC(=O)c3ccc(Cl)c(Cl)c3)[nH]c(=O)c2C#N)cc1
    96	98	110	108	97	99	84	99
[O-][n+]1ccc(CC(O)(C(F)(F)F)C(F)(F)F)cc1
    116	98	106	104	100	106	/	99
CC(O)C(O)C(O)C(O)C(O)C(=O)NNc1ccccc1 (centres undefined)
    85	91	99	95	72	/	101	60
O=C(CN1CCN(c2cc3c(cc2F)c(=O)c(C(=O)O)cn3C2CC2)CC1)Nc1ccc(Br)cc1
    90	84	/	93	93	85	92	84
O=C(O)c1ccc(N/N=C/c2cn(-c3ccc(C(=O)O)cc3)nc2-c2cccc(F)c2)cc1
    96	106	106	102	100	101	112	109
O=C(Nc1nc(-c2cccnc2)nc2c1sc(=S)n2-c1ccc(F)cc1)C(F)(F)F
    98	87	103	88	92	82	78	/
O=C(CNC(=O)OCc1ccccc1)Oc1ccc([N+](=O)[O-])cc1
    95	114	107	87	103	93	101	97
O=C(/C=C\c1ccco1)/C=C/c1ccco1
    105	102	99	107	98	100	112	8.7*
C=CCOC(=O)COC(=O)C(C)(C)OC(C)=O
    111	99	96	93	94	96	112	95
c1ccc(Cc2ncnc3nc[nH]c23)cc1
    101	99	99	94	108	/	107	102
C=C(CBr)[C@@H]1CC[C@]2(C(=O)OC)CC[C@]3(C)[C@H](CC[C@@H]4[C@@](C)(CCC#N)[C@H](C(=C)CBr)CC[C@]43C)[C@@H]12
    88	78	69	80	99	92	69	82
CN(C)c1ccc(C=NCCN=Cc2ccc(N(C)C)cc2)cc1
    116	103	103	101	98	98	91	123
C=C1C(=O)O[C@H]2[C@H]1CC/C(COC(=O)/C=C/C(=O)OC/C1=C/CC[C@@]3(C)O[C@H]3[C@H]3OC(=O)C(=C)[C@@H]3CC1)=C\CC[C@@]1(C)O[C@@H]21
    27	89	-15*	19	97	88	7.6*	-13*
Cc1cc(N=C2CSC(=O)N2)n[nH]1
    114	114	137	132	124	91	/	109
COc1ccc(-c2cc(-c3cc(OC)ccc3OC)[nH]c(=O)c2C#N)cc1
    29	46	89	55	48	96	44	77
O=C(O)C(c1ccccc1)C(O)C1CCCCC1 (centres undefined)
    100	92	101	90	103	104	102	97
O=C(Cc1ccccc1Nc1c(Cl)cccc1Cl)NN1C(=O)/C(=C/N2N=C(c3ccc4ccccc4c3)CC2c2ccc(F)cc2)SC1=S (centres undefined)
    93	86	100	110	88	/	84	101
C=CCNCc1cc(O)c(CNCC=C)cc1O
    105	93	102	100	94	99	98	108
COc1ccc(C(C)=O)c(O)c1
    97	97	109	100	96	96	114	113
CCOC(=O)c1[nH]cc(-c2ccccc2)c1-c1ccccc1OC
    96	96	99	96	98	95	95	97

Molecules listed so far containing a nitro group on carbon (4):
Values run as follows: M14	A549/ATCC	RPMI-8226	HOP-92	HOP-62	EKVX	MOLT-4	CCRF-CEM
O=c1c([N+](=O)[O-])cnc2nc(Nc3ccc(Cl)cc3)[nH]n12
    100	102	114	105	100	99	93	105
CC(C)(C)C(=O)/C=C/c1cccc([N+](=O)[O-])c1
    76	75	24	74	115	93	45	21
CCC(=O)Nc1ccc2c(c1)Cc1cc([N+](=O)[O-])ccc1-2
    112	70	/	97	105	93	93	85
O=C(CNC(=O)OCc1ccccc1)Oc1ccc([N+](=O)[O-])cc1
    95	114	107	87	103	93	101	97

(further entries)
Values run as follows: M14	A549/ATCC	RPMI-8226	HOP-92	HOP-62	EKVX	MOLT-4	CCRF-CEM
O=C(O)c1ccc(N/C=C/C(=O)c2ccccc2)cc1
    106	100	96	110	101	105	106	101
CC(=O)c1ccc(NC(=O)CSc2nnc(-c3ccc4nc(-c5ccc(Cl)cc5)[nH]c4c3)o2)cc1
    101	108	109	121	105	98	91	100
COc1ccc(C)c2sc(N(Cc3cccnc3)C(=O)c3ccc(C#N)cc3)nc12
    4.9*	6.8*	8.4*	-3.6*	7.7*	/	3.9*	8.7*
CCOc1ccccc1[C@H]1C(C(=O)c2ccc(Cl)cc2)C2(N[C@@H]1c1ccccc1)C(=O)Nc1ccc(Br)cc12 (some centres undefined)
    -38*	41	5.2*	-47*	7.9*	3.9*	-23*	4.9*
CCCCNC(=S)NNc1ccc([N+](=O)[O-])cn1
    118	97	107	81	114	91	98	92
COc1ccc(-c2c3c(N)c4c(nc3nc3c2c(C)nn3-c2ccccc2)CCCC4)cc1
    88	77	-37*	29	89	/	24	23
Oc1c(Cl)cc(Cl)cc1/C=N/c1nc(-c2ccc(Cl)cc2)cs1
    99	94	64	65	98	98	72	91
NC1CCCCCC1
    101	100	108	86	92	/	94	/
CCOC(=O)c1nnn(Cc2cc(=O)oc3ccc(C)cc23)c1C
    100	86	100	93	103	105	94	92
N#C/C(=C(\CCCO)NCCCCCC(=O)O)c1nc2ccccc2c(=O)[nH]1
    107	104	80	88	92	104	71	101
Cc1ccc(-c2nc([P+](c3ccccc3)(c3ccccc3)c3ccccc3)c(S(=O)(=O)c3ccc(C)cc3)o2)cc1
    19	28	-28*	-7.7*	18	23	-3.2*	-6.5*
O=S(=O)(O)CC(O)CN1CCN(CCO)CC1 (centres undefined)
    105	99	96	86	110	119	90	103

Of the compounds above, 5 have a COOH group.
Values run as follows: M14	A549/ATCC	RPMI-8226	HOP-92	HOP-62	EKVX	MOLT-4	CCRF-CEM
O=C(CN1CCN(c2cc3c(cc2F)c(=O)c(C(=O)O)cn3C2CC2)CC1)Nc1ccc(Br)cc1
    90	84	/	93	93	85	92	84
O=C(O)c1ccc(N/N=C/c2cn(-c3ccc(C(=O)O)cc3)nc2-c2cccc(F)c2)cc1
    96	106	106	102	100	101	112	109
O=C(O)C(c1ccccc1)C(O)C1CCCCC1 (centres undefined)
    100	92	101	90	103	104	102	97
O=C(O)c1ccc(N/C=C/C(=O)c2ccccc2)cc1
    106	100	96	110	101	105	106	101
N#C/C(=C(\CCCO)NCCCCCC(=O)O)c1nc2ccccc2c(=O)[nH]1
    107	104	80	88	92	104	71	101
